Screening results (PubChem BioAssay)
PL synth Enamine: animal cell phospholipid biosynthesis inhibition, Enamine screen; ZR-82 CHO cells, pyrene fatty acid UV survival, CellTiter Blue; peroxisome-deficient CHO-K1 mutant line; plus DGAT-1, DGAT-2 and ACAT inhibitors; calls only at 10 µM; 20,000 compounds, 0.4% hits; AID 1347385;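 active means cell survival signal 2 SD away from solvent-only control wells, confirmed on one or two retests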;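 further: 3 h compound exposure then viability read about one day after UV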
Calls only; i = inactive. Not all compounds are listed; count on the stated rates, not on these rows.

nr	Compound	PL synth Enamine
1	S=c1[nH]n(-c2ccc(Cl)cc2)c(=S)s1	i
2	O=S(=O)(c1ccc2c(c1)OCCO2)N1c2cccc3cccc(c23)S1(=O)=O	i
3	O=[N+]([O-])c1cccc2nc(/C=C/c3cc(Br)cs3)ccc12	i
4	Cn1cnnc1SCC(=O)N1N=C(c2cccs2)CC1c1cccs1 (stereo not given)	i
5	Cc1cc(C(=O)COC(=O)C2=COCCO2)c(C)n1CC1CCCO1 (stereo not given)	i
6	O=C1CCCC(O)=C1C1(O)C(=O)c2ccccc2C1=O	i
7	O=C(/C(Br)=C/NCCN/C=C(\Br)C(=O)C(F)(F)F)C(F)(F)F	i
8	CC(=O)c1cc(CCC(=O)NC2CCCCCC2)oc1C	i
9	Cc1cc(CSc2nnc3cc(C)c4ccccc4n23)no1	i
10	CC(C)C(NS(=O)(=O)c1cccs1)C(=O)O (stereo not given)	i
11	Cc1cccn2c(=O)c3cc(C(=O)N4CCC(C)CC4)sc3nc12	i
12	Cc1ccc(C)n1-c1sccc1C(=O)O	i
13	Brc1cc(Br)c2cccnc2c1OCc1nc2ccccc2s1	i
14	S=c1oc(-c2sc3ccccc3c2Cl)nn1CN1CCOCC1	i
15	C=CCn1c(SC(F)F)nc2scc(-c3ccco3)c2c1=O	i
16	c1ccc(-c2nnc(CSc3nnc(-c4ccccc4)o3)o2)cc1	i
17	COC(=O)NCCCCNC(=O)OC	i
18	CC(C)CCN=C1NN=C(C23CC4CC(CC(C4)C2)C3)CS1	i
19	O=C(Cn1cc(C(F)(F)F)cc(Cl)c1=O)c1ccc(Cl)s1	i
20	S=c1[nH]c2ccc(Cl)cc2o1	i
21	O=c1c(Cl)c(Cl)cnn1CN1CCN(Cc2ccc3c(c2)OCO3)CC1	i
22	O=C(Cn1cnc2sc3c(c2c1=O)CCC3)NC1CCS(=O)(=O)C1 (stereo not given)	i
23	Cc1cc(C(=O)C(C)Sc2ncnc3sccc23)c(C)n1Cc1ccco1 (stereo not given)	i
24	CCCCNC(=S)NNc1ncnc2sc(C)c(C)c12	i
25	Cc1cc(C(=O)Cn2cc[n+](C)c2)c(C)n1-c1ccc2c(c1)OCO2	i
26	C(=N\N(c1ccccc1)c1ccccc1)/c1cn(-c2ccccc2)nc1-c1cc2ccccc2o1	i
27	Cc1sc2[nH]c(=S)[nH]c(=O)c2c1C	i
28	c1coc(C2CC(c3cccs3)=NN2c2nc(-c3cccs3)cs2)c1 (stereo not given)	i
29	O=c1c(-c2ccc(Br)cc2)coc2cc(OC3OC(CO)C(O)C(O)C3O)ccc12 (stereo not given)	i
30	FC(F)(F)C(=NC1(C(Cl)(Cl)Cl)Oc2ccccc2O1)Oc1ccc2ccccc2c1	i
31	CC(C)=C1SC(=O)NC1=O	i
32	CCc1cc2c(SCC(=O)c3cc(C)n(-c4nccs4)c3C)ncnc2s1	i
33	CC(C)C(NC1CCCC1)c1ccc2c(c1)OCCO2 (stereo not given)	i
34	O=c1cc(CSc2n[nH]c3nc4ccccc4n23)nc2sc3c(n12)CCCC3	i
35	O=S(=O)(Oc1c(I)cc(I)c2cccnc12)c1ccc2c(c1)OCCO2	i
36	CC(C)CN(C(=O)c1ccco1)C1CCS(=O)(=O)C1 (stereo not given)	i
37	O=c1[nH]c(=S)[nH]c2scc(-c3cccs3)c12	i
38	CC(NC(=O)COC(=O)C1=NNC(=O)CC1)C1CC2CCC1C2 (stereo not given)	i
39	CC1(C)CC(N2CCCCC2)=CC(=[N+]2CCCCC2)C1	i
40	c1csc(-c2csc3nc(CN4CCOCC4)nc(Oc4ccc5c(c4)OCO5)c23)c1	i
41	CCC(C)NC(=O)c1cc2c(=O)n3cccc(C)c3nc2s1 (stereo not given)	i
42	O=S(=O)(Cc1ccccc1)N1CCN(Cn2nnc(-c3ccccc3)n2)CC1	i
43	Cn1ccnc1SCc1ccc(Cl)cc1Cl	i
44	O=C(OCC(=O)c1ccc[nH]1)C1=COCCO1	i
45	CC(C)CC(NS(C)(=O)=O)C(=O)O (stereo not given)	i

Part of the list above in order of molar mass, lowest first.
nr	Compound	PL synth Enamine
45	CC(C)CC(NS(C)(=O)=O)C(=O)O (stereo not given)	i
43	Cn1ccnc1SCc1ccc(Cl)cc1Cl	i
33	CC(C)C(NC1CCCC1)c1ccc2c(c1)OCCO2 (stereo not given)	i
36	CC(C)CN(C(=O)c1ccco1)C1CCS(=O)(=O)C1 (stereo not given)	i
38	CC(NC(=O)COC(=O)C1=NNC(=O)CC1)C1CC2CCC1C2 (stereo not given)	i
42	O=S(=O)(Cc1ccccc1)N1CCN(Cn2nnc(-c3ccccc3)n2)CC1	i
40	c1csc(-c2csc3nc(CN4CCOCC4)nc(Oc4ccc5c(c4)OCO5)c23)c1	i

Going on with the list.
nr	Compound	PL synth Enamine
46	Cn1nnnc1SCc1nc(N)nc(Nc2ccccc2)n1	i
47	Cc1cc(C=C2C(=O)CC(C)(C)CC2=O)c(C)n1C1CC1	i
48	Cc1nn(CC(=O)NC2CCCC2)c(C)c1S(=O)(=O)N(C)C	i
49	CCCCn1c(N)c(N(CC)C(=O)c2cnc(C)cn2)c(=O)[nH]c1=O	i
50	CCC(C)NC(N)=S (stereo not given)	i
51	O=C1CSC(=S)N1CCS(=O)(=O)O	i
52	COCC(C)N=C1NN=C(c2ccc(O)cc2O)CS1 (stereo not given)	i
53	c1ccc2[nH]c(SCc3cn4ccsc4n3)nc2c1	i
54	CCOC(=O)c1c(N=CC2=C(O)CC(C)(C)CC2=O)sc2c1CCCC2	i
55	O=c1c(Cl)c(Cl)cnn1-c1ccc(S(=O)(=O)O)cc1	i
56	CC(C)(C)NC(=S)NC(=O)c1ccco1	i
57	Cc1noc(C)c1CC(=O)N(CC(C)C)C1CCS(=O)(=O)C1 (stereo not given)	i
58	c1ccc(-n2c(Sc3ncnc4c3oc3ccccc34)nnc2C2COc3ccccc3O2)cc1 (stereo not given)	i
59	O=C(Nc1nc2ccc(Cl)cc2s1)c1ccc(Br)s1	i
60	Cc1sc2nc(CN3CCCC3)nc(Sc3nnnn3C3CCCC3)c2c1C	i
61	CC1CN(C(=O)Cn2cc(C(F)(F)F)cc(Cl)c2=O)CC(C)O1 (stereo not given)	i
62	Clc1ccc2nnn(OCCOc3cccc(Br)c3)c2c1	i
63	Fc1ccc(-c2csc3ncnc(-n4ccnc4)c23)cc1	i
64	CS(=O)(=O)N(CC(O)Cn1c2ccccc2c2ccccc21)c1ccccc1 (stereo not given)	i
65	NC(=O)N=Nc1c(O)[nH]c2ccc([N+](=O)[O-])cc12	i
66	Cn1cnnc1SCc1cc2c(cc1Br)OCO2	i
67	Cc1nnc(Sc2nc(CN3CCOCC3)nc3scc(-c4cccs4)c23)n1C	i
68	CCOC(=O)c1c(C)[nH]c(C)c1C(=O)CO/N=C/c1ccco1	i
69	Cc1nc(N2CCOCC2)c2c3c(sc2n1)CCC3	i
70	O=S1(=O)CCC(Cc2nc3ccccc3n2CN2CCCC2c2cccs2)C1 (stereo not given)	i
71	Cn1c(=O)c2c(ncn2Cc2cc(=O)n3ccsc3n2)n(C)c1=O	i
72	CN1/C(=C2/C=NN(C)P2(=O)N2CCOCC2)C(C)(C)c2ccccc21 (stereo not given)	i
73	O=C(CSc1nnc(-c2sc3ccccc3c2Cl)o1)c1ccc(Cl)s1	i
74	CN(C)P(=Nc1ccc([N+](=O)[O-])cc1)(N(C)C)C(C)(C)C	i
75	Nc1nc(=S)nc(-c2ccccc2)[nH]1	i
76	Fc1cccc(F)c1/C=N/Nc1ccc(C(F)(F)F)cn1	i
77	O=C(NN=C1c2ccccc2-c2ccccc21)C1COc2ccccc2O1 (stereo not given)	i
78	CN(C)S(=O)(=O)c1ccc2oc(=S)[nH]c2c1	i
79	Cc1ncc([N+](=O)[O-])n1CCOC(=O)NC(N1CCOCC1)C(Cl)(Cl)Cl (stereo not given)	i
80	O=C(O)NC1CCS(=O)(=O)C1 (stereo not given)	i
81	O=S1(=O)CCN2C=C(Cc3cc(Cl)ccc3Cl)SC2=N1	i
82	CCCCCn1cnc2c1c(=O)[nH]c(=O)n2CCCC	i
83	Cc1nnc2c3c4c(sc3ncn12)CCC4	i
84	O=[N+]([O-])c1ccc(/C=N/NC(=S)Nc2ccc(Cl)cc2)o1	i
85	CC1(C)C2CC=C(/C=N/NC(=O)Cc3cn4ccsc4n3)C1C2 (stereo not given)	i
86	O=S(=O)(CCN1CCN(c2ncccn2)CC1)c1cc(Cl)ccc1Cl	i
87	Cc1cc(C(C)(C)C)cc(C)c1CCN1CN(CCO)c2nc3ccccc3n2C1	i
88	CC(C)(C)NC(=O)NC(=O)CSc1nncs1	i
89	Cc1cc(C)nc(N/N=C/c2c(C)nc3scc(C)n23)n1	i
90	O=C1OCCC1Sc1nnc(-c2cccs2)o1 (stereo not given)	i
91	CCOC(=O)c1c(C)oc2nc[nH]c(=O)c12	i
92	O=C(NC1CCCCCC1)c1c(-n2cccc2)sc2c1CCCC2	i
93	CCOC(=O)c1sc2nc(C)nc(SCC(=O)OC(C)(C)C)c2c1C	i
94	C=CCNS(=O)(=O)CC12CCC(CC1=O)C2(C)C (stereo not given)	i
95	O=C(NC1CCCCC1)C12CC3CC(CC(Cl)(C3)C1)C2	i
96	CCCc1n[nH]c(=S)n1CC(=O)O	i
97	O=C(C1=C2SC=C(c3ccccc3)N2CCCC1)c1ccc2c(c1)S(=O)(=O)c1ccccc1C2=O	i
98	O=[N+]([O-])c1cc(S(=O)(=O)C(F)(F)F)ccc1Sc1nnnn1-c1ccccc1	i
99	CC1CCCCC12NC(=O)N(CC(=O)NC1CCCC1)C2=O (stereo not given)	i
100	CCCCCCCC1(C)NC(=O)NC1=O (stereo not given)	i
101	FC(F)(F)CN(Cc1ccccc1)C(=S)NCc1ccc2c(c1)OCO2	i
102	Cc1noc(C)c1CSCC(=O)Nc1nccs1	i
103	c1cc(CSc2ccc3c(c2)OCCO3)ccc1CSc1ccc2c(c1)OCCO2	i
104	Cn1c(N)c(C(=O)COC(=O)c2cc(Br)c(Br)s2)c(=O)n(C)c1=O	i
105	Nc1cc(N)nc(SCc2cc(=O)oc3cc4c(cc23)CCC4)n1	i

(further entries)
nr	Compound	PL synth Enamine
106	Clc1ccccc1C1C=C(c2ccc(Br)cc2)Nc2nnnn21 (stereo not given)	i
107	COc1ccc(C2CC(c3cc(Cl)cc(Cl)c3O)=NN2)cc1OC (stereo not given)	i
108	Cc1cc(=O)n2nc(CN3CCN(C4CCS(=O)(=O)C4)CC3)sc2n1 (stereo not given)	i
109	O=P(CCO)(c1ccccc1)c1ccccc1	i
110	CC(C)(C)c1nnc2sc(SCC(=O)c3ccc4c(c3)NC(=O)CO4)nn2c1=O	i
111	CSCCCNC(=S)NC1CCSc2ccccc21 (stereo not given)	i
112	O=S(=O)(c1ccc(N2CCN(c3ncc(C(F)(F)F)cc3Cl)CC2)nc1)N1CCCC1	i
113	[O-][n+]1c2c(nn1-c1ccccc1)CCc1ccccc1-2	i
114	NC(=O)NN=C1c2cc(S(=O)(=O)NCCO)ccc2-c2ccc(S(=O)(=O)NCCO)cc21	i
115	CCS(=O)(=O)Nc1ccc(C2=NN(S(C)(=O)=O)C(c3ccc(C)cc3)C2)cc1 (stereo not given)	i
116	CN(C1CCCCC1)S(=O)(=O)c1cn(C)c(=O)n(C)c1=O	i
117	O=C(c1ccc(C(=O)N2CCOCC2)s1)N1CCOCC1	i
118	CCCCn1c(N)c(N(CC)C(=O)CC(C)C)c(=O)[nH]c1=O	i
119	NC(=S)Nc1ccc2c(c1)OCCO2	i
120	Cc1nn(CN2CCN(S(=O)(=O)c3cccs3)CC2)c(C)c1[N+](=O)[O-]	i
121	CCOC(=O)/C(=C\c1ccc(C)s1)c1nc2sc(C)c(C)c2c(=O)[nH]1	i
122	CCCCn1c(=S)[nH]c2sc3c(c2c1=O)CCC3	i
123	COc1ccc(-c2nn(CN3CCN(c4ccc(O)cc4)CC3)c(=S)o2)cc1OC	i
124	Cc1csc2nc(CSc3nnnn3C)cn12	i
125	COc1cc2c(cc1OC)CN(c1nc(CN3CCCCC3)nc3sc4c(c13)CCC4)CC2	i
126	COC(=O)c1sccc1NC(=O)CC1(CC(=O)O)CCCC1	i
127	Cc1csc(=O)n1CC(=O)OCc1cc(=O)n2c(C)csc2n1	i
128	COc1ccc(Br)cc1/C=N/N1CCN(C)CC1	i
129	Cc1c(C)c(C)c(C(=O)O)c(C)c1C	i
130	CN1/C(=C\P(=S)(/C=C2/N(C)c3ccccc3C2(C)C)OC2CCCCC2)C(C)(C)c2ccccc21	i
131	O=C1OCC(c2ccc(F)cc2)=C1c1ccc(Cl)c(Cl)c1	i
132	C(=N\Nc1nc2ccccc2[nH]1)/c1ccco1	i
133	CCCCCCN1C(=O)/C(=C\C2CC=CCC2)SC1=S (stereo not given)	i
134	O=[N+]([O-])c1ccc(C2NS(=O)(=O)N=C3CCCCCN32)cc1 (stereo not given)	i
135	O=C(CSc1nncs1)N(C1CCCC1)C1CCS(=O)(=O)C1 (stereo not given)	i
136	CC1C/C(=N\NC(=O)C(N)=O)CC(C)(C)C1 (stereo not given)	i
137	O=S1(=O)CCC(NS(=O)(=O)c2ccc(Cl)c(Cl)c2)C1 (stereo not given)	i
138	c1coc(-c2cc(CSc3nnc(-c4ccco4)n3C3CCCCC3)no2)c1	i
139	O=S1(=O)N=C2CCCCCN2C(c2ccccc2)N1 (stereo not given)	i
140	O=S(=O)(Nc1cccc(C(F)(F)F)c1)c1cccc(N=C2C=C(c3ccccc3)C(O)(c3ccccc3)C2)c1 (stereo not given)	i
141	N=c1sccn1CC(=O)c1ccc(Br)cc1	i

In another format: results already given
141: N=c1sccn1CC(=O)c1ccc(Br)cc1
  PL synth Enamine = i

137: O=S1(=O)CCC(NS(=O)(=O)c2ccc(Cl)c(Cl)c2)C1 (stereo not given)
  PL synth Enamine = i

136: CC1C/C(=N\NC(=O)C(N)=O)CC(C)(C)C1 (stereo not given)
  PL synth Enamine = i

138: c1coc(-c2cc(CSc3nnc(-c4ccco4)n3C3CCCCC3)no2)c1
  PL synth Enamine = i
